Screening data as filed in PubChem.
GRIN3A LBD mod = NR3A (human) ligand-binding domain modulation | actives 2.5% (n = 340,000) | Tm shift relative to glycine control, % at 25 µM | NR3A LBD differential scanning fluorimetry, Tm shift; 0% = protein alone, 100% = glycine-bound protein;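 active means melting temperature shift of at least 10% of the positive control shift, at one fixed dose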
ATG4B inh = blocks human ATG4B protease cleavage of LC3 substrate. inhibition, % at 8.33 µM. Q9Y4P1. actives 0.51% (n = 340,000). ATG4B cleavage of LC3-PLA2, NBD-HPC fluorescence, 1 h. AID 504462; in the data active means inhibition above about 40%
SENP7 inh = inhibitors of human SENP7 protease. Q9BQF6. recombinant SENP7, Z-RLRGG-aminoluciferin luminescence, 40 min. inhibition, % at 5 µM. actives 1.5% (n = 330,000). AID 434973;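 active means inhibition above about 50% at the single test dose, limit read from the data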;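 further: plate controls were DMSO with enzyme for no effect and no enzyme buffer wells for full effect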
HKDC1 inhibitor = HKDC1 (human) hexokinase inhibition | recombinant HKDC1, G6PDH/diaphorase resazurin coupled fluorescence | inhibition, % at 20 µM | AID 493160 | actives 0.16% (n = 340,000);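 active means inhibition above about 35% when tested at 20 µM, limit read from the data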;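 further: plate controls were DMSO wells with enzyme for no effect and DMSO wells lacking enzyme for full effect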
Target sequence (Q2TB90 whole entry, looked up): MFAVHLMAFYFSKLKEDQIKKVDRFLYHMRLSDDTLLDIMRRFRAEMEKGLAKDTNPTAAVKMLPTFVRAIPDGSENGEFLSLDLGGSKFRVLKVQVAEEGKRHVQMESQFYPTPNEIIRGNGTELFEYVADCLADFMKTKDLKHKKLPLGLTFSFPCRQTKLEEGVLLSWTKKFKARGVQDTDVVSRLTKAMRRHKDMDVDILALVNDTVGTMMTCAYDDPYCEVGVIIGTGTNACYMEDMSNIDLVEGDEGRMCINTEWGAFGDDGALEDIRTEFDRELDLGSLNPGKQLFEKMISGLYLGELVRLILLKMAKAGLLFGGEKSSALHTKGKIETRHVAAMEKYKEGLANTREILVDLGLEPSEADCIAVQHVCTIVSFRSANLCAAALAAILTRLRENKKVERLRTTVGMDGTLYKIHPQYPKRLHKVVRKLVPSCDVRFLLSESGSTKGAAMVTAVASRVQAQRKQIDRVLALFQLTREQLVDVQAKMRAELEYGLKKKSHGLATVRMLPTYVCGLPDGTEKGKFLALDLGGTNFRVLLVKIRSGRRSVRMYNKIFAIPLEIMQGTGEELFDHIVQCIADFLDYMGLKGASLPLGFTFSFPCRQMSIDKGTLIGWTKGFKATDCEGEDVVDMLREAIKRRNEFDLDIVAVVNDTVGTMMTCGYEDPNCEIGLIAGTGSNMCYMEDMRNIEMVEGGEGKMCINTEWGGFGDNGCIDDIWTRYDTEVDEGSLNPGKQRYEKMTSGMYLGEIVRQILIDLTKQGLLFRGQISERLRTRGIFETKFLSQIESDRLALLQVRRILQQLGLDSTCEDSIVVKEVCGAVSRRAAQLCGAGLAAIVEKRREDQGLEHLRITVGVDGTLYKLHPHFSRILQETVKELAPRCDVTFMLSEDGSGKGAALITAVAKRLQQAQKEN
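Assay system: in-house recombinant HK5 (HKDC1) enzyme. Input: HKDC1 at 5 µg/mL. Medium: Tris pH 8.0 buffer with MgCl2, Tween-20, BSA, BME. Dosing: single 20 µM dose. Schedule: 90 min reaction incubation at room temperature, dark. Signal: resazurin-to-resorufin fluorescence via G6PDH and diaphorase coupling, 525/613 nm. Controls: DMSO-enzyme wells negative, buffer-substituted wells positive.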
MPTP inh = permeability transition pore inhibition; isolated mouse mitochondria, Ca2+ swelling absorbance, 30 min; inhibition, % at 10 µM; actives 1.4% (n = 360,000);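 active means inhibition of 50% or more, scaled per plate between neutral and stimulator controls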;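 further: 0% = DMSO wells given calcium and 100% = 1 mM EGTA wells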
SENP8 inh = SENP8 (human) protease inhibition; inhibition, % at 20 µM; AID 602440; recombinant SENP8, Nedd8 substrate fluorescence; actives 0.64% (n = 360,000); in the data active means inhibition mostly above about 40%, no sharp cut-off; inactive means mostly below about 27%
Target sequence (Q96LD8 whole entry, looked up): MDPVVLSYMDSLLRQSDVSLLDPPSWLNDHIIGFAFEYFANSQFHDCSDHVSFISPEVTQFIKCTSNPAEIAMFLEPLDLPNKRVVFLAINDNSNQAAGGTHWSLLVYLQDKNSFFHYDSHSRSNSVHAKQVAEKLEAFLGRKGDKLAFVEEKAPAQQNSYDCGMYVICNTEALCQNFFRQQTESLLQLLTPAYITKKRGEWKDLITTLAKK
SENP6 block = SENP6 protease inhibition. AID 2599. actives 1.8% (n = 330,000). inhibition, % at 10 µM. Q9GZR1. Recombinant SENP6 catalytic domain, aminoluciferin luminescence;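 active means inhibition above about 50% at the single tested dose, limit read from the data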;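 further: plate controls were DMSO wells with enzyme for no effect and DMSO wells lacking enzyme for full effect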
PfGluPho inh = PfG6PD (Plasmodium falciparum) enzyme inhibition; actives 0.78% (n = 350,000); inhibition, % at 20 µM; PfGluPho enzyme, NADPH resazurin-diaphorase fluorescence;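 active means inhibition reaching at least a set limit at 20 µM in the primary screen, cut at about 59% in these data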;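 further: 0% = DMSO wells with substrate and 100% = DMSO wells lacking glucose-6-phosphate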
The depositor's hits bear a star; · = no result given.

GRIN3A LBD mod	ATG4B inh	SENP7 inh	HKDC1 inhibitor	MPTP inh	SENP8 inh	SENP6 block	PfGluPho inh	Compound
-4.7	-11.8	-3.0	-17.2	0.5	19.4	-11.1	19.5	Cc1cccc(Nc2nc(NCCO)nc(N3CCCC3)n2)c1
3.1	-6.4	-5.3	-7.1	-0.1	5.6	-6.5	-0.7	CN(Cc1ccccc1)C(=O)COC(=O)CCC(=O)c1ccc(Cl)cc1
-2.0	-6.2	·	-1.5	-1.6	17.8	·	2.2	Cc1ccc(C(=O)c2cc([N+](=O)[O-])ccc2N2CCOCC2)cc1
2.8	17.9	-6.0	1.6	-0.3	17.6	14.2	3.8	O=S(=O)(c1ccc(SCc2ccccc2F)nc1)N1CCCC1
-11.1	-3.1	8.8	-0.3	93.8*	39.7	-10.3	-9.6	O=C(/C(=N\Nc1ccc([N+](=O)[O-])cc1)Sc1nnnn1-c1ccccc1)c1ccccc1
0.1	-10.2	3.4	-6.8	-2.1	-8.9	10.5	9.0	Cc1cc(C)nc(SCC(=O)N(C)C)n1
15.2*	-8.3	10.5	-0.2	74.2*	20.7	-7.7	11.9	O=C(CSc1nc(Nc2ccccc2)nc(N2CCOCC2)n1)Nc1ccc([N+](=O)[O-])cc1
-5.7	5.8	8.7	2.7	6.3	-301.3	-8.8	9.5	FC(F)(F)c1cc(-c2ccc3c(c2)OCO3)nc(NCc2ccco2)n1
0.6	15.4	-7.9	-6.4	0.7	-0.1	-9.3	0.1	CN(C(=O)c1ccc(S(=O)(=O)NC2CCCC2)cc1)C1CCCCC1
-0.1	-11.2	-3.7	2.4	1.7	47.6*	-0.1	6.7	C/C(=N\Nc1ccc(S(N)(=O)=O)cc1[N+](=O)[O-])c1ccco1
3.0	-28.8	-5.4	-2.9	0.6	18.3	-4.4	-5.7	Cc1ccc(O)c(NC(=O)C2=CC(c3cccs3)=NS(=O)(=O)N2C)c1
-6.6	-2.7	-8.0	-0.8	-0.8	17.0	9.4	-7.8	O=C(COC(=O)c1cccc(S(=O)(=O)N2CCCCCC2)c1)Nc1ccccc1

2 of these compounds in another layout:
Value order – GRIN3A LBD mod, ATG4B inh, SENP7 inh, HKDC1 inhibitor, MPTP inh, SENP8 inh, SENP6 block, PfGluPho inh
FC(F)(F)c1cc(-c2ccc3c(c2)OCO3)nc(NCc2ccco2)n1
    -5.7, 5.8, 8.7, 2.7, 6.3, -301.3, -8.8, 9.5
O=C(CSc1nc(Nc2ccccc2)nc(N2CCOCC2)n1)Nc1ccc([N+](=O)[O-])cc1
    15.2*, -8.3, 10.5, -0.2, 74.2*, 20.7, -7.7, 11.9

The list continues:
GRIN3A LBD mod	ATG4B inh	SENP7 inh	HKDC1 inhibitor	MPTP inh	SENP8 inh	SENP6 block	PfGluPho inh	Compound
0.1	-2.0	2.8	-0.2	0.9	26.6	3.0	-7.4	COc1cccc(CNC(=O)C2CCCN(c3nn4c(=O)cc(C)nc4s3)C2)c1 (stereo unspecified)
-0.9	3.6	-4.6	-1.2	0.3	4.0	6.5	-16.1	COc1ccc(NC(=O)c2ccccc2Oc2ccccc2)c(OC)c1
1.4	8.0	6.9	-9.1	0.5	26.0	-7.0	-14.2	NC(=O)CC(NC(=O)Cc1ccc(Br)cc1)c1ccc(N2CCC(Cc3ccccc3)CC2)c([N+](=O)[O-])c1 (stereo unspecified)
-9.6	-18.3	13.0	1.6	-0.7	1.6	-10.6	22.2	C[C@H](NC(=O)c1nc[nH]c1C(=O)N[C@@H](Cc1ccccc1)C(=O)OCc1ccccc1)C(=O)OCc1ccccc1
-0.8	7.6	9.5	-3.8	0.2	8.0	2.0	-12.7	Cc1ccc(/C(O)=C2/C(=O)C(=O)N(CCN3CCOCC3)C2c2cccs2)cc1 (stereo unspecified)
-0.7	-9.1	17.0	-4.8	-2.4	-5.1	9.1	2.1	COc1cccc(OC)c1C(=O)Nc1ccccc1N1CCCC1
0.3	-3.6	8.5	-0.2	89.5*	17.5	-13.3	79.5*	Cn1c(=N)n(CC(O)c2cccc3ccccc23)c2ccccc21 (stereo unspecified)
2.0	1.1	-0.2	0.7	-0.2	12.2	5.1	-4.7	O=C(O)CNC(=O)c1ccc(NC(=O)/C(=C/c2ccccc2)NC(=O)c2ccco2)cc1
-0.3	1.0	31.8	-14.3	1.7	-5.0	16.9	-0.5	CN(CCC#N)C(=O)COC(=O)c1cccnc1Nc1ccccc1F
0.7	-1.5	7.0	5.4	-0.2	-40.2	1.2	-5.7	Cc1nn(-c2ccccc2)c2c1P(=O)(O)/C(=C1\N(C)c3ccccc3C1(C)C)C=N2
-2.7	5.8	3.5	-0.9	-0.5	11.2	-6.2	-23.8	CCn1c(NC(=O)c2cccs2)c(-c2cccs2)c(=O)c2ccccc21
-0.6	4.1	-11.6	-1.5	-1.6	7.7	-7.5	-12.7	COC(=O)C1=C(C)N(CCCCCC(=O)O)C(=O)NC1c1ccccc1 (stereo unspecified)
-1.9	-3.2	-3.0	-5.3	2.1	14.8	10.6	-0.5	CCO[C@H]1OC(C(=O)NC2CC2)=C[C@@H](C2CCCCC2)[C@@H]1CCCO
-0.8	-5.7	-1.4	-2.5	0.3	9.0	-1.4	-2.8	O=C(NCCCN1CCCC1=O)c1cccnc1
-1.0	-13.3	0.6	0.1	-0.7	6.5	-7.3	-0.9	O=C(CCSc1ccc(F)cc1)NNC(=O)c1ccccc1Cl
3.0	5.0	19.9	-1.8	-0.2	-28.8	16.7	-9.7	Cc1nc2oc3ccc(F)cc3c(=O)c2cc1C(=O)O
0.5	-1.7	3.7	-7.9	0.1	15.5	9.4	-2.6	O=C(CN1C2=NCCN2c2ccccc21)c1ccco1
2.9	-10.8	-9.3	-1.9	-0.9	2.2	-14.2	2.7	O=C(Nc1ccc(Br)cc1)c1cnc[nH]1
-0.2	-3.0	97.4*	-6.2	-2.2	1.7	95.7*	1.1	CCc1ccc(C(=O)Nc2nc3ccccc3[nH]2)cc1
-1.4	-9.8	3.1	0.3	5.6	-14.6	-33.9	4.3	O=S(=O)(CCc1ccncc1)Cc1ccc2c3c(cccc13)CC2
-2.0	-6.2	-2.3	-3.3	0.9	10.8	0.5	-12.2	O=C(NCC(=O)N(c1ccccc1F)C(C(=O)NC1CCCC1)c1cccnc1)c1ccco1 (stereo unspecified)
18.1*	31.8	-0.1	15.7	16.8	29.9	7.7	-6.7	O=C(/C(=N/N=C/c1ccc(O)c(O)c1O)c1ccccc1)c1ccccc1
-1.2	-3.5	3.3	-4.8	-0.5	12.3	3.0	12.2	COc1ccc(OC)c(NC(=O)c2ccc(CN3CCOCC3)cc2)c1
-2.4	5.6	-3.3	2.1	-0.6	20.2	5.0	-15.0	CC(C)C(=O)N1CCN(c2ccccc2NC(=S)NC(=O)c2cccs2)CC1
4.5	-3.7	11.8	-0.2	0.4	6.4	13.4	-13.3	Cc1ccc(NS(=O)(=O)c2ccc3[nH]c(=O)oc3c2)cc1Cl
-5.5	-6.9	-5.4	-16.5	8.6	4.0	-13.9	10.7	CCC(=O)Nc1ccc(C(=O)CSc2nnc(CNc3ccc(Cl)cc3)o2)cc1OC
-9.0	3.7	3.6	7.2	-0.7	8.8	23.1	-24.2	COc1ccc(NC(=O)Nc2cccc(C)n2)cc1
-0.4	-3.4	0.4	1.1	0.9	18.1	-2.2	-1.9	COC(=O)c1ccc(C(C(=O)NC2CCCCC2)N(C(=O)Cc2cccs2)C2CC2)cc1 (stereo unspecified)
0.5	-9.5	-1.2	-2.9	-1.0	15.0	-1.6	-0.6	Cc1ccccc1/C=N/NC(=O)c1cccnc1
-1.3	-3.6	-3.7	-0.6	3.5	-67.5	-2.3	19.4	CCOC(=O)c1cnc2c(Cl)cc(Cl)cc2c1NCCCN1CCOCC1
-9.1	-1.2	-2.8	2.9	2.7	8.8	-1.9	7.0	Cc1cccc(NC(=O)c2nc[nH]c2C(=O)N2CCc3ccccc3C2)c1
-2.1	-5.5	-11.5	5.4	-2.2	3.2	1.0	-3.2	Nc1nc(COC(=O)C2CCN(C(=O)c3ccc(Cl)cc3)CC2)nc(Nc2ccccc2)n1
2.9	-7.0	-6.0	-6.0	1.3	14.4	-22.2	1.1	Cc1ccc(C)c(OCC(=O)Nc2c[nH]c(=O)[nH]c2=O)c1
-3.4	-2.1	2.8	-0.4	0.7	-54.2	-0.2	-0.5	Cn1c(=O)c(C(=O)CN2CCCc3ccccc32)c(N)n(Cc2ccccc2)c1=O
0.6	-2.3	2.0	-9.1	1.4	-3.5	-7.7	7.4	O=C(c1cc(=O)[nH]c2ccccc12)N1CCN(c2ccccc2)CC1
-2.0	-9.8	18.7	10.5	-1.0	-323.0	34.2	74.5*	COC(=O)c1ccc(/C=C/c2ccc3cccc(OC)c3n2)cc1
·	1.3	-4.1	-4.9	-1.7	8.6	5.1	3.9	COc1ccccc1N1CCN(S(=O)(=O)CCNC(=O)CCCc2ccccc2)CC1
-1.1	1.9	3.9	-11.6	-0.3	11.3	6.9	2.0	O=C(Cc1ccccc1)NCCSCc1ccco1
1.0	-8.0	-6.5	12.1	0.5	9.9	-12.5	12.9	CC1CCc2cc(F)ccc2N1S(=O)(=O)c1ccc(Cl)nc1 (stereo unspecified)
-1.2	-5.8	5.3	-5.4	-1.8	24.2	-6.7	6.3	C[C@H]1COC(=O)CCCC/C=C\C[C@H](CC(=O)N(CCO)Cc2ccccc2)C(=O)N1
-3.0	13.6	0.7	2.9	0.9	17.0	-3.7	0.9	Cc1nnc2c(N(C)S(=O)(=O)c3ccccc3)nc3ccccc3n12
1.9	5.0	1.5	-1.9	-1.4	10.6	-12.6	6.5	CN(C)CCO/N=C(\c1ccc(Br)cc1)c1cccnc1
1.3	2.7	1.4	7.5	-4.1	5.9	-7.8	-3.3	COc1cc(C=O)ccc1OCCOCCOc1ccc(Cl)cc1
2.1	4.2	0.8	-9.5	-1.1	5.7	-0.5	-15.4	CS(=O)(=O)N1CCC(C(=O)NNC(=O)Nc2ccc(F)c(Cl)c2)CC1
-1.6	9.2	-2.6	4.0	9.8	-282.9	-2.0	-25.5	CCCCC(NC(=O)Cc1c(C)c2cc3c4c(oc3cc2oc1=O)CCCC4)C(=O)O (stereo unspecified)
-0.2	-7.9	7.7	-9.7	2.5	1.6	-7.9	4.0	CC(C)(C)NS(=O)(=O)c1ccc(CCC(=O)Nc2ccc3c(c2)OCCO3)cc1
3.8	-1.8	79.1*	-5.3	-2.3	-19.0	77.0*	-0.9	Cc1csc(NC(=O)c2ccc(N3CCCC3=O)cc2)n1
-0.4	-9.0	5.0	-0.3	-0.3	8.7	-5.9	4.5	Cc1nc(SCN2C(=O)c3ccccc3C2=O)n[nH]1

Looked up one by one from the entries so far, 3 records:
GRIN3A LBD mod	ATG4B inh	SENP7 inh	HKDC1 inhibitor	MPTP inh	SENP8 inh	SENP6 block	PfGluPho inh	Compound
1.3	2.7	1.4	7.5	-4.1	5.9	-7.8	-3.3	COc1cc(C=O)ccc1OCCOCCOc1ccc(Cl)cc1
0.1	-10.2	3.4	-6.8	-2.1	-8.9	10.5	9.0	Cc1cc(C)nc(SCC(=O)N(C)C)n1
18.1*	31.8	-0.1	15.7	16.8	29.9	7.7	-6.7	O=C(/C(=N/N=C/c1ccc(O)c(O)c1O)c1ccccc1)c1ccccc1

Other compounds
GRIN3A LBD mod	ATG4B inh	SENP7 inh	HKDC1 inhibitor	MPTP inh	SENP8 inh	SENP6 block	PfGluPho inh	Compound
1.8	2.3	15.3	0.6	4.7	2.3	10.1	0.1	CCCCOc1ccc(C(=O)NC(=S)Nc2ccc(CN3CCOCC3)cc2)cc1
3.9	5.2	6.6	4.8	-2.2	8.5	-14.3	1.9	CCOc1nc(NCCO)nc(NCCC2=CCCCC2)n1
-0.5	5.3	-3.0	-7.3	-0.4	3.9	5.9	8.9	CCCNC(=O)c1cc(S(=O)(=O)N2CCCCC2)ccc1N1CCOCC1
17.9*	8.5	·	10.3	6.7	40.8*	·	32.0	Cc1nc2ccc(NC(=O)c3cc([N+](=O)[O-])cc([N+](=O)[O-])c3Cl)cc2s1
-1.3	-3.6	-6.9	-2.2	1.8	14.5	-30.3	11.9	Cc1ccc(CC(=O)c2ccc(Cl)cc2)cc1
